# TTR transcr act = activators of transthyretin transcription | activation, % at 16.7 µM | 92,000 compounds, 1.3% hits | SH-SY5Y TTR promoter Gaussia luciferase, luminescence; 100% = recombinant luciferase protein wells | AID 1117267;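 active means activation above the mean of all tested compounds plus 3 SD, cut at about 9.5% in these data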;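 further: cells exposed to compounds for one day before reading; 0% = median of all test compound wells on the plate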
# * = called active by the depositor. An excerpt; the hit share may differ from the screen's.
SMILES,TTR transcr act
CCOc1nc(NC(=O)NS(=O)(=O)c2cccc(Cl)c2)nc(-c2ccccc2)n1,-0.1
O=C(NCc1ccccc1)c1cccc(NC(=O)C2CCCCC2)c1,-0.1
COc1ccc(CN2CCN(C(C)C)C(CCO)C2)cc1Cn1cccn1 (stereo not drawn),-1.5
Cc1cc(=O)c2ccccc2s1,4.5
CCN([C@H](CO)CC(C)C)S(=O)(=O)c1ccccc1,-0.5
CCOC(=O)C1(C)CCCN(C(=O)c2ccccc2OC(F)(F)F)C1 (stereo not drawn),-0.8
Cc1ccc(C(=O)Nc2cnc3ccccc3c2)cc1,-2.0
CCCN(CC(=O)Nc1ccccc1OC)C(=O)CCC(=O)c1ccc(OCC)cc1,-2.1
COc1ccccc1-c1nc(SC)n[nH]1,-1.8
CN(C)c1ccc(CN2CCCC(O)C2)cc1 (stereo not drawn),-0.1
c1ccc(Cc2c[nH]c3ccccc23)cc1,0.4
CC(=O)Nc1cccc(NC(=O)CSc2ccc(-c3ccco3)nn2)c1,2.2

# Molecules above that contain four or more nitrogen atoms:
SMILES,TTR transcr act
CCOc1nc(NC(=O)NS(=O)(=O)c2cccc(Cl)c2)nc(-c2ccccc2)n1,-0.1
COc1ccc(CN2CCN(C(C)C)C(CCO)C2)cc1Cn1cccn1 (stereo not drawn),-1.5
CC(=O)Nc1cccc(NC(=O)CSc2ccc(-c3ccco3)nn2)c1,2.2

# Following part:
SMILES,TTR transcr act
NCCNc1ccc([N+](=O)[O-])c(NC2CC2)c1,0.1
CCOC(=O)c1c(NC(=O)CN(C)C2CCN(C)CC2)sc(C(=O)Nc2ccccc2)c1C,1.8
O=C(COc1ccccc1)NCC(=O)N/N=C/c1cc(Br)ccc1OCc1ccccc1,-1.6
O=C(NC(=S)NCc1ccccc1Cl)c1cccs1,-0.1
COCCn1nnnc1CN1CCOCC1,-0.8
CCOC(=O)CC(=O)CSc1nc2c(cc1C#N)CCCCC2,-2.0
CC(C)(C)c1ccccc1OCC(O)CN1CCN(c2ccccn2)CC1 (stereo not drawn),-2.7
COc1nnc(-c2ccc(N3CCOCC3)c(NC(=O)c3ccco3)c2)c2ccccc12,-3.1
COc1ccc(NC(=O)Cc2ccccc2F)cn1,3.2
CCc1cnccc1CCC(=O)Nc1ccccc1C,-0.5
O=C(NC(Cc1ccc(F)cc1)C(=O)O)c1ccccc1 (stereo not drawn),0.7
COc1ccc(S(=O)(=O)N(Cc2ccccc2)c2ccccc2C(=O)N2CCOCC2)cc1,-2.5
Cc1occc1C(=O)O/N=C(\N)c1ccc(Cl)cc1,-1.3
CC(=O)c1ccc(NC(=O)C[n+]2cccc(C)c2)cc1,-0.6
O=c1c2ccccc2nnn1Cc1ccccn1,1.6
CC1(Cc2cc(Cl)ccc2C(F)(F)F)C(=O)Nc2cc(C(F)(F)F)ccc21 (stereo not drawn),-0.3
COCCNC(=O)c1ccc2c3n(nc2c1)-c1ccc(C)cc1CO3,-0.2
O=C(NC1CCCC1)C(c1cccnc1)N(C(=O)c1csnn1)c1ccccc1Cl (stereo not drawn),-0.3
CCc1ccc(Nc2cc(C(=O)NCCCN3CCOCC3)c3ccccc3n2)cc1,-0.9
CC(=O)N1CCN(CCN=CC2=C(O)CC(c3ccc(Cl)cc3)CC2=O)CC1 (stereo not drawn),0.3
COc1cccc2c1c(NC(=O)Nc1ccc(F)cc1F)nn2C,-1.0
COc1ccc(C(=O)N/C(=C/c2cccs2)C(=O)NN)cc1OC,-0.2
O=c1c(/C=N/N2CCOCC2)c(C(F)(F)F)[nH]n1-c1ccccc1,0.7
O=C(NC1CCCCCC1)C(=S)N1CCCC1,-0.5
COc1cc2c(c(O)c1OC)C(=O)C(OC)CCC2 (stereo not drawn),-0.3
Cc1cccc2cc(CN(CC3CCCO3)C(=O)c3ccncc3)c(=O)[nH]c12 (stereo not drawn),-0.8
CCCCc1c(O)nc2n(c1=O)CCS2,-0.1
COCCNC(=O)CCc1nnc(C2(c3ccc(Cl)cc3)CCC2)o1,1.6
c1csc(-c2nc3ccccc3s2)c1,2.0
COC(=O)[C@]12C[C@H](CC(=O)N3CCN(C(=O)C4CC4)CC3)C(=O)N(Cc3ccc(Cl)cc3Cl)C1=C[C@H](C(C)(C)C)O[C@@H]2C,1.3
CCOC(=O)C1CCCN(c2c(NCCN(C)Cc3ccccc3)c(=O)c2=O)C1 (stereo not drawn),0.1
Cc1ccc(S(=O)(=O)Nc2ccccc2N2CCOCC2)cc1,-2.6
CCCCCc1c(-c2ccc(Cl)cc2)ncn1CCc1ccccc1OC,-0.9
C[C@@H]1CN([C@@H](C)CO)C(=O)CCCn2nncc2CO[C@@H]1CN(C)C(=O)C1CCCCC1,0.8
NNC(=O)c1ccc(COCC(F)(F)C(F)F)cc1,2.3
OC(c1ccccc1)c1ccccc1CN1CCCNC1=S (stereo not drawn),-1.1
CCc1cccc(CC)c1NC(=O)CN1CC(C)SC1=NC1CCCCC1 (stereo not drawn),-0.8
COCCCC1CCN(C(=O)C2CCC(=O)N(C3CCCC3)C2)CC1 (stereo not drawn),-0.7
COCCn1c(=N)c(S(=O)(=O)c2ccc(Br)cc2)cc2c(=O)n3ccccc3nc21,1.7
CCOC(=O)NC(=S)Nc1ccc(C(C)(C)C)cc1,-0.1
COc1cc(CNCCN2CCOCC2)ccc1OCc1cccc(Cl)c1,7.0
COc1ccc(CN(CC2CCCO2)C(=O)c2cc3sccc3n2C)c(OC)c1 (stereo not drawn),-2.6
Cc1cccc(OCCN2C(=O)C(=O)c3cc(C)ccc32)c1,-0.7
COc1ccc(-c2nc3c4ccccc4ccn3c2Cc2ccccc2C(F)(F)F)cc1OC,-1.6
N#Cc1cccc(NC(=O)CSc2n[nH]c(=O)[nH]c2=O)c1,-0.2
CC(C)(C)n1nc2c(c1NC(=O)c1cccc(Cl)c1)CS(=O)(=O)C2,-0.3
COc1cc(CCN2C(=O)c3cccc4cccc(c34)C2=O)c(S(=O)(=O)N2CCCCCC2)cc1OC,-2.2
CCOc1ncccc1C(=O)OCC(=O)Nc1cc(S(=O)(=O)N2CCOCC2)ccc1Cl,-1.3
O=C(Cn1cnc2c(NCc3ccccc3)ncnc21)NCc1ccccc1,-0.9
CC(C)CC(=O)Nc1nnc(SCC(=O)Nc2ccc(F)cc2)s1,-1.6
Cc1ccc(Cn2c(C(C)Nc3nc(-c4ccc(C)cc4)cs3)nc3cc(Cl)c(Cl)cc32)cc1 (stereo not drawn),0.1
COCCNc1nc(Oc2ccc(Cl)c(Cl)c2)c2sccc2n1,-1.9
CN1CCN(C(=S)Nc2ccc(Oc3ccccc3)cc2)CC1,-2.3
CCOc1ccc(C(C)=O)cc1CSc1nnc(-c2ccoc2C)n1N,2.0
O=C1/C(=C\Nc2ccc(OC(F)(F)F)cc2)CCN1c1ncccn1,-2.4
O=C(NCC1CCCO1)c1ccc2c(=O)n(CC3CCCO3)c(SCC(=O)N3CCCC3)nc2c1 (stereo not drawn),-1.5
CCN(CC(=O)Nc1ccccc1OC)C(=O)CSCC(=O)Nc1cccc(C)c1,0.3
CCn1c(SCC(=O)N/N=C/c2cc(OC)c(OC)c(OC)c2)nc2ccccc21,-2.9
Cc1onc(-c2c(F)cccc2Cl)c1C(=O)c1ccccc1O,-1.2
CCc1cccc(CC)c1-n1c(SCc2cc(=O)n3ccsc3n2)nnc1-c1cccnc1,2.1

# Overlap with the part before: 4 compounds, followed by the next part.
SMILES,TTR transcr act
CCN(CC(=O)Nc1ccccc1OC)C(=O)CSCC(=O)Nc1cccc(C)c1,0.3
CCn1c(SCC(=O)N/N=C/c2cc(OC)c(OC)c(OC)c2)nc2ccccc21,-2.9
Cc1onc(-c2c(F)cccc2Cl)c1C(=O)c1ccccc1O,-1.2
CCc1cccc(CC)c1-n1c(SCc2cc(=O)n3ccsc3n2)nnc1-c1cccnc1,2.1
COc1ccc([N+](=O)[O-])cc1NC(=O)COC(=O)c1ccccn1,0.1
CCOc1cc(NC(=O)c2ccco2)c(OCC)cc1NC(=O)CCc1ccccc1OC,-1.5
Cc1ccc(CNC(=O)c2cccc3c2C(=O)c2ccc(N4CCC(C)CC4)cc2S3(=O)=O)cc1,-3.3
O=C(CNCC1CCCO1)N1CCN(S(=O)(=O)c2ccc3ccccc3c2)CC1 (stereo not drawn),-1.8
CN(C(=O)COC(=O)c1cccnc1Cl)C1CCCCC1,5.0
Cc1onc(-c2c(Cl)cccc2Cl)c1C(=O)N=S(C)(=O)c1ccccc1 (stereo not drawn),1.5
O=C(NCc1ccccc1)C(c1ccccc1)n1c(-c2ccccn2)nc2ccccc21 (stereo not drawn),2.7
CCc1nn(C)c(N)c1C,-1.3
Nc1nnn(CC(=O)N/N=C/c2ccco2)n1,0.3
N#Cc1cc(-c2ccccc2)oc1/N=C/c1ccccc1O,-0.2
O=C(CN1CCNCC1)NCCSc1ccc(Cl)cc1,1.5
CCn1c(Cl)c(C=O)s/c1=N\S(=O)(=O)c1ccccc1,-6.2
O=C(CSc1ccc(Cl)cc1)Nc1ccc(N2CCN(C(=O)c3ccc(Cl)cc3)CC2)cc1,-3.7
COC(=O)[C@]1(Cc2ccccc2)N[C@H](CN(C)C(=O)C2CCCCC2)[C@@H]2C(=O)N(C)C(=O)[C@@H]21,5.4
COCC1CCCCN1C(=O)C1CCN(c2nc(-c3ccccc3)nc3c2CCC3)CC1 (stereo not drawn),-2.1
COc1ccc(CCNC(=O)Cn2c(=O)n(Cc3ccco3)c(=O)c3ccc(Cl)cc32)cc1OC,-1.4
CC(=C1C(=O)c2ccccc2C1=O)N1CCN(C/C=C/c2ccccc2)CC1,-2.2
Cn1c(N)c(C(=O)COC(=O)Cc2ccc(Br)cc2)c(=O)n(C)c1=O,0.0
Cc1ccc(/C=N/Nc2nnc(Cc3ccccc3)c(=O)[nH]2)o1,0.5
Fc1ccc(N2N=C(c3cccs3)CC2c2ccco2)c(F)c1 (stereo not drawn),-2.6
Cc1ccc(C(=O)N2CCN(c3cnn(C)c(=O)c3Cl)CC2)cc1,-1.4
O=C1CN=C(Nc2ccccc2Cl)N1c1ccccc1,-3.1
CC(=O)Oc1ccccc1C(=O)C=Cc1cccc([N+](=O)[O-])c1,-6.1
CC1CN(C(=O)C(C)N2C(=O)c3ccccc3C2=O)CC(C)O1 (stereo not drawn),1.4
CC(=O)/C=C/n1c(=S)oc2ccccc21,-5.3
C/C(=N\NC(=O)CSc1nc2ccccc2[nH]1)c1ccncc1,0.5
O=c1[nH]c(CN2CCN(c3ncccn3)CC2)nc2c(Br)cc(Br)cc12,1.8
CCOC(=O)C1=NN(C(=O)Cc2ccccc2)C(O)(C(C)(C)C)C1 (stereo not drawn),4.7
CCCCCN(C(=O)CCC(=O)OC(C)C(=O)NCc1ccccc1)c1c(N)n(CCCC)c(=O)[nH]c1=O (stereo not drawn),0.8
CC(=O)N1c2ccc(S(=O)(=O)NCCC(=O)Nc3cccc(Cl)c3)cc2CC1C (stereo not drawn),-0.2
CNc1nc(N/N=C/c2ccc([N+](=O)[O-])cc2)nc(Nc2ccccc2)n1,0.0
Clc1cncc(Cl)c1N/N=C/c1ccncc1,1.0
CC1(c2ccccc2Br)NC(=O)N(CC(=O)N2CCc3ccccc3C2)C1=O (stereo not drawn),-0.4
Cc1ccc2cc(C#N)c(N3CCN(C(=O)c4ccccc4)CC3)nc2c1,0.2
CC(C)(C)c1csc(N/N=C/c2cccnc2)n1,-0.4
O=c1[nH]nc(CNc2ccc(Cl)cc2Cl)c2ccccc12,-0.6

# Random excerpt: six compounds from above
SMILES,TTR transcr act
C/C(=N\NC(=O)CSc1nc2ccccc2[nH]1)c1ccncc1,0.5
CC(C)(C)c1csc(N/N=C/c2cccnc2)n1,-0.4
CC1(c2ccccc2Br)NC(=O)N(CC(=O)N2CCc3ccccc3C2)C1=O (stereo not drawn),-0.4
O=c1[nH]c(CN2CCN(c3ncccn3)CC2)nc2c(Br)cc(Br)cc12,1.8
CC(=O)/C=C/n1c(=S)oc2ccccc21,-5.3
Cc1ccc2cc(C#N)c(N3CCN(C(=O)c4ccccc4)CC3)nc2c1,0.2

# (continued)
SMILES,TTR transcr act
O=C(NNC(=O)c1ccccc1Br)c1ccc(SCC2CCCO2)c([N+](=O)[O-])c1 (stereo not drawn),1.9
COc1cccc(C2(O)CCN(C(=O)C(C)C)CC2)c1,-0.1
COc1ccc(C2CC(c3ccccc3)=NN2C(=O)CCC(=O)O)cc1 (stereo not drawn),0.7
CCN(CC)S(=O)(=O)c1ccc(NN)nc1,0.7
CNCc1ccccc1OCc1ccccc1F,-1.0
Cc1ccc(-n2c(N)c(C(N)=O)sc2=S)cc1,1.7
COc1ccc(CNCCC(c2ccccc2)c2ccc3c(c2)OCO3)cc1 (stereo not drawn),-1.1
Cc1ccc(S(=O)(=O)Nc2cc(C(F)(F)F)ccc2N2CCOCC2)cc1,-1.2
O=C(Nc1ccc2nc(-c3ccc(Br)o3)[nH]c2c1)c1cccs1,1.1
CCn1c(CSc2nc3ccccc3s2)nnc1SCC(=O)NCC(=O)OC,-0.1
O=C(NCc1ccccc1)c1n[nH]nc1-c1ccccc1O,4.8
Cn1c(=O)c(C(=O)NNC(=O)c2ccccc2Cl)c(O)c2ccccc21,2.4
COC1=C(Nc2ccccc2)C(=O)c2ccccc2C1=O,0.6
COC(=O)C1=C(C)NC(C)=C(C(=O)OC)C1C(=O)OC1CCCCC1=O (stereo not drawn),-1.0
C/C(CC1CC(COCCC(C)C)OC1=O)=N\NC(N)=S (stereo not drawn),1.9
CCc1nc2c(OCC(=O)C(C)(C)C)cccn2c1N(C)C(=O)c1ccccc1F,-1.4
CCC(=O)Nc1c(C(=O)Nc2cccc(OC)c2)oc2ccccc12,0.2
Cc1nnc(NC(=O)c2ccccc2NC(=O)c2ccccc2)s1,-2.5
S=c1[nH]nc(-c2ccc(Cl)cc2)n1/N=C/c1cccs1,3.5
COc1ccc2c(-c3cnc(N4CCOCC4)nc3)c(-c3ccc(S(C)(=O)=O)cc3)sc2c1,-3.5
Cc1ccc(S(=O)(=O)CC(=O)N2CCN(c3ccccc3F)CC2)cc1,1.4
C=CCc1cc(C)ccc1OCCCn1ccnc1,-1.2
O=C(Nc1ccc(F)cc1F)N1CCCN(CCOc2ccccc2)CC1,-1.0

# Molecules listed so far containing a COOH group:
SMILES,TTR transcr act
O=C(NC(Cc1ccc(F)cc1)C(=O)O)c1ccccc1 (stereo not drawn),0.7
COc1ccc(C2CC(c3ccccc3)=NN2C(=O)CCC(=O)O)cc1 (stereo not drawn),0.7

# Screening data (PubChem)
